TAAR1 antagonist: human TAAR1 antagonism | hit rate 1.5% among 360,000 | Q96RJ0 | CHO RD-HGA16 TAAR1, Fluo-8 calcium fluorescence, antagonist | AID 624466 | inhibition, % at 3 µM;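 active = inhibition above a per-plate cutoff, the mean inhibition of test compounds on that plate plus 3 SD, cut at about 49% in these data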;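 note: 0% = DMSO plus EC80 beta-PEA response and 100% = DMSO alone without agonist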
Target sequence (Q96RJ0 whole entry, looked up): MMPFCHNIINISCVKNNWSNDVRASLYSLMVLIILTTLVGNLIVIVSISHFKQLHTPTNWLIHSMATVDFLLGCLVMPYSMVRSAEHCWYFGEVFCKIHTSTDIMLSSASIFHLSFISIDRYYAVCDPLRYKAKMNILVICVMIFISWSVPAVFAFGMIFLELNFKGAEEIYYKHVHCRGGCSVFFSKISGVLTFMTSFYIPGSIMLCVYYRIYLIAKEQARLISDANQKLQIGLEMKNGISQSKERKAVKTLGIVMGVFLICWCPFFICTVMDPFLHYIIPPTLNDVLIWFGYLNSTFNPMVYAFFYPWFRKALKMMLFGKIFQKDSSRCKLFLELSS
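Assay system: RD-HGA16 CHO cells with stable hTAAR1 and Gα16 / Reagent: EC80 β-phenethylamine stimulus / Doses: 3 µM, single point / Timing: dye loading 75 min at 37 °C, then 30 min room temperature / Measured by: Fluo-8 intracellular calcium dye fluorescence, real-time kinetic reads / Controls: vehicle wells and EC80 agonist wells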
CHO-K1 Ca antag: counter-screen for M1 antagonists: effect in parental CHO-K1 cells; ATP-induced calcium, Fluo-8 fluorescence; inhibition, % at 3 µM; hit rate 0.6% among 360,000; AID 602250;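 active = inhibition above a per-plate cutoff, the plate's mean sample inhibition plus 3 SD, cut at about 24% in these data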;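 note: 0% = DMSO plus EC80 ATP and 100% = DMSO alone without ATP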
CHO-K1 Ca ag: counter-screen for M1 agonists: effect in parental CHO-K1 cells | AID 602248 | hit rate 0.48% among 360,000 | activation, % at 3 µM | Fluo-8 calcium fluorescence; scaled to maximal ATP response, vehicle zero; in the data active = activation above about 15%;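 note: untransfected CHO-K1 host cells lacking M1 receptor as counterscreen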
TAAR1 ag: agonists of human TAAR1; CHO RD-HGA16 TAAR1, Fluo-8 calcium fluorescence; vehicle wells 0%, saturating PEA agonist 100%; hit rate 0.99% among 360,000; Q96RJ0; activation, % at 3 µM; AID 624467;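 active = activation above the mean activation of all test compounds in the run plus 3 SD, cut at about 38% in these data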
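Signal – calcium-sensitive Fluo-8 signal, excitation 470-495, emission 515-575 nm · System – RD-HGA16 (CHO) cells co-expressing Gα16 and hTAAR1 · Incubation – 17-24 h seeding, 75 min 37 °C dye, 30 min RT · Compound dosing – 3 µM single concentration · Repeats – no replicates (n 1)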
CHRM1 agonist: human M1 muscarinic receptor agonism | P11229 | hit rate 0.33% among 360,000 | AID 588814 | CHO-K1 hM1, Fluo-8 calcium fluorescence, agonist mode; 0% DMSO, 100% acetylcholine EC100 | activation, % at 3 µM;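 active = activation above the run's mean compound activation plus 3 SD, cut at about 16% in these data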;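 note: peak over basal fluorescence ratio within a 140 s kinetic read after compound addition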
CHO-K1 Ca PAM: counter-screen for M1 PAMs: effect in parental CHO-K1 cells | AID 602247 | activation, % at 3 µM | hit rate 0.02% among 360,000 | ATP EC20, Fluo-8 calcium fluorescence; 0% at ATP EC20, 100% at ATP max;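 active = activation above the run cutoff, the mean activation of all test compounds plus 3 SD, cut at about 40% in these data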;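 note: peak over basal fluorescence ratio in a 140 s read after ATP addition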
V1R ag counter: activates human V1a receptor in oxytocin agonist counter-screen. CHO-V1R cells, Fluo-8 calcium fluorescence, agonist mode; 0% DMSO, 100% 3 nM vasopressin. P37288. hit rate 0.25% among 320,000. activation, % at 3 µM;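 active = activation above the mean activation of all tested compounds plus 3 SD, per screening run, cut at about 20% in these data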;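 note: signal is peak over basal fluorescence ratio across a 100 second FLIPR read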
Target sequence (P37288 whole entry, looked up): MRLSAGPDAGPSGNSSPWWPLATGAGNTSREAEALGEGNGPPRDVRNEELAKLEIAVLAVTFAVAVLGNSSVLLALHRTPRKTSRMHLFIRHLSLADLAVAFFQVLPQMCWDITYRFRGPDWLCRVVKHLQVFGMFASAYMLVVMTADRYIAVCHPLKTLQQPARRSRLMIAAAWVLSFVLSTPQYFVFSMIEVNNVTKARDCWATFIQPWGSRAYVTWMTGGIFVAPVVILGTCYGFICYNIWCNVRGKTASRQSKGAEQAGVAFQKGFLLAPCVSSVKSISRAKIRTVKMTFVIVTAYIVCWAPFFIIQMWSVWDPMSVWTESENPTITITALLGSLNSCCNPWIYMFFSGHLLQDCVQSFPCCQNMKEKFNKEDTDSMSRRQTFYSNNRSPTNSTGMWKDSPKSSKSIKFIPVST
CHO parental Ca: counter-screen for OX1R antagonists: effect in parental CHO cells | parental CHO-K1, ATP-induced calcium, Fluo-8 fluorescence | hit rate 0.63% among 330,000 | inhibition, % at 5.6 µM | AID 463079;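 active = inhibition above that plate's mean sample inhibition plus 3 SD, cut at about 26% in these data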;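 note: 0% = ATP-challenged DMSO wells and 100% = DMSO wells without ATP; some compounds past the cut are filed as inactive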
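Material – parental CHO cells · Reagent – ATP stimulus · Compound – single nominal dose of 5.6 µM per compound · Detection – Fluo-8 fluorescence · Read-out basis – percent inhibition of calcium signal · Controls – ATP-challenged DMSO wells low, unchallenged DMSO wells high · Repeats – no replicates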
OXTR potentiator: human OXTR potentiation; P30559; CHO-OTR cells, Fluo-8 calcium fluorescence, potentiator mode; 0% = oxytocin EC15, 100% = EC100; activation, % at 3 µM; hit rate 0.061% among 320,000; AID 2445;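 active = activation above that plate's cutoff, the mean activation of tested compounds plus 3 SD, cut at about 6.6% in these data, passing the limit was not always enough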;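 note: 100% uses oxytocin at 75 nM as the full agonist control; some results filed as inactive read as strong as hits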
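assay system = CHO-OTR cells, human receptor | schedule = compound 6 min at room temperature before oxytocin, 100 s read | detection = Fluo-8 intracellular calcium fluorescence, ex 470-495, em 515-575 nm | evaluation = normalized max/min fluorescence ratio, % activation | control set = EC15 oxytocin alone as 0%, 75 nM oxytocin (EC100) as 100%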
Numbers without * were called inactive; . = no result given.

SMILES	TAAR1 antagonist	CHO-K1 Ca antag	CHO-K1 Ca ag	TAAR1 ag	CHRM1 agonist	CHO-K1 Ca PAM	V1R ag counter	CHO parental Ca	OXTR potentiator
CC(C)(c1ccc(O)c([N+](=O)[O-])c1)c1ccc(O)c([N+](=O)[O-])c1	-9	-7	0.2	-2	-4	7	.	.	.
O=C(OCc1nnc(-c2ccccc2)o1)c1ccc(S(=O)(=O)NCc2ccco2)cc1	13	2	2.2	7	0	9	9.8	9	-18
COc1ccc(C2/C=C\CN(C(=O)NC34CC5CC(CC(C5)C3)C4)CC(=O)N2Cc2ccc(F)cc2)cc1 (stereo unspecified)	-7	-4	0.1	7	0	4	-0.6	-21	-10
COc1cc(NS(=O)(=O)c2ccc(C)cc2)c2c(c1N)C(=O)c1ccccc1C2=O	5	-11	2.0	0	0	16	.	.	.
Cc1c(NS(=O)(=O)c2cccc(C(=O)NCc3cccc(Cl)c3)c2)c(=O)n(-c2ccccc2)n1C	-9	-5	0.4	-1	-4	-14	.	.	.
CCC(c1ccccc1)c1nc(-c2cccnc2)no1 (stereo unspecified)	3	-4	0.0	23	-6	17	0.9	9	-3
CC(=O)c1ccc(NC(=O)CN2CCC(C(=O)c3ccc(F)cc3)CC2)cc1	10	-12	8.1	0	-5	2	5.9	-3	-1
O=C(NCCc1ccccc1)c1ccc(NC(=O)C2CCCC2)cc1	11	8	0.2	9	-4	-3	.	.	.
CCCC(=O)NC(=S)Nc1cccc(Cl)c1N1CCCCC1	6	-2	-0.7	11	5	-17	0.4	-35	-4
CCc1ccccc1NC(=O)C1=CC(c2cccs2)=NS(=O)(=O)N1C	-9	19	1.0	2	-4	-9	2.9	-16	-8
O=C(c1ccco1)N1CCN(Cc2nnc(-c3ccccc3)o2)CC1	-23	-5	0.3	0	2	0	0.9	2	-2
COc1ccc(S(=O)(=O)N2CCOCC2)cc1NC(=O)CN1C(=O)NC(C)(C2CC2)C1=O (stereo unspecified)	12	-2	0.2	1	-4	14	0.1	6	-3
Cc1cc(C)c(C#N)c(SCS(=O)Cc2ccccc2)n1 (stereo unspecified)	-12	-13	0.9	-2	-7	10	-0.6	-1	-7
Cn1ncc2c(Nc3cccc4ccccc34)ncnc21	-9	15	0.0	20	-1	-7	1.5	-12	-6
COc1ccc2cc(C3CC(c4cccs4)=NN3C(C)=O)c(Cl)nc2c1 (stereo unspecified)	-31	-12	1.5	1	-1	18	-0.6	-27	-1
COc1cccc(NC(=O)Nn2cnnc2)c1	1	-1	0.7	0	-2	-1	.	.	.
C=CCNC(=S)NNC(=O)c1cccn(Cc2ccc(Cl)cc2Cl)c1=O	17	-3	0.9	6	-6	11	2.7	-5	-4
COc1ccc(NC(=O)c2cc(S(=O)(=O)N3CCCC3)cn2C)cc1Cl	7	-16	1.2	-1	-8	20	0.1	-10	-1
CC(C)(C)C(=O)COC(=O)c1ccc2c(c1)C(=O)N(Cc1ccco1)C2=O	-4	-9	3.3	-2	-6	5	3.0	-14	2
COc1ccc(NC(=O)CN(C)C(=O)/C=C/c2cn(Cc3ccccc3)nc2-c2cccnc2)cc1	-28	11	-0.6	0	-8	-21	-0.6	-14	-6
O=C(Nc1ccc2c(c1)OCO2)c1ccc2sc([C@H]3C[C@H](O)[C@@H](CO)O3)nc2c1	2	-4	0.1	1	3	12	.	.	.
O=C(CSc1nccc(=O)[nH]1)NCc1ccco1	0	-10	11	0	-3	26	1.6	-12	-10
C[C@@H]1CN([C@@H](C)CO)C(=O)c2cc(Br)cnc2O[C@H]1CN(C)S(=O)(=O)c1cccs1	12	3	0.5	2	-8	7	.	.	.
COc1ccc(-c2cc(C(=O)N3CCCC(C(F)(F)F)C3)c3ccccc3n2)cc1 (stereo unspecified)	21	-12	4.0	5	-5	9	0.5	-25	-4
COc1ccc(C(=O)OCC(=O)NC(C)CCc2ccccc2)cc1 (stereo unspecified)	4	-4	0.1	5	-6	4	0.4	-16	-10
COc1ccc(NS(=O)(=O)c2cc(C)ccc2NC(=O)c2cc(C)oc2C)cc1	13	-7	0.7	0	-2	15	2.4	-5	-20
COc1ccccc1C=C(C(=O)c1ccccc1)c1ccccc1	6	5	-0.3	0	-1	10	.	.	.
COc1ccc(CCC(=O)N2CCCC(Nc3ccc(C)c(C)c3)C2)cc1OC (stereo unspecified)	-10	-10	1.6	-1	-1	13	1.0	-34	-5
O=C(COn1nnc2ccc(S(=O)(=O)N3CCOCC3)cc21)Nc1c(F)c(F)c(F)c(F)c1F	3	-12	2.0	9	-6	10	-0.5	-19	-1
CCS(=O)(=O)Nc1ccc(C2=NN(C(=O)c3ccco3)C(c3ccc(C)cc3)C2)cc1 (stereo unspecified)	.	-12	-0.3	.	-2	4	-0.2	-21	11*
CN=c1scc(-c2ccco2)n1/N=C/c1ccc(O)c(O)c1	9	13	-0.1	1	1	-13	.	.	.
O=C(CCCc1ccccc1)Nc1ccccn1	24	-11	0.3	7	-6	23	0.5	-9	-2
COc1ccc(-c2csc3nc(-c4cccnc4)nc(Cl)c23)cc1OC	5	7	0.5	1	-7	-1	1.2	-26	-2
Cc1ccc(S(=O)(=O)NC2CC3CCC2C3)cc1 (stereo unspecified)	24	-14	0.9	1	-3	4	-1.1	-24	-1
Cc1nn(-c2ccccc2)c(C)c1N	-5	-14	0.1	7	-2	10	-0.6	-13	-6
O=C1OC(/C(=C\Nc2cc(Cl)ccc2O)[N+](=O)[O-])c2ccccc21 (stereo unspecified)	-5	-9	1.9	4	-3	19	1.3	-7	-13
Cc1ccc(-c2ccccc2NC(=O)CCl)o1	-15	-3	0.1	7	-4	1	-0.5	-3	-3
O=C(Nc1ccccc1NC(=O)c1c(F)cccc1F)c1c(F)cccc1F	15	-6	1.4	-1	-1	-1	-0.2	-7	-3
COc1ccccc1C(=O)Nc1ccon1	6	-30	0.1	7	-2	-8	-0.2	2	3
COc1ccc(Cl)c2c1[nH]c1nc(SCc3cccnc3)nnc12	-17	-10	0.3	0	-5	0	1.1	-4	-4
COc1ccc2cc(C3=CC(=O)CC(C)(C)C3=O)ccc2c1	61*	-15	5.0	7	1	0	.	.	.
COc1ccccc1N1CCN(S(=O)(=O)c2cn(C)cn2)CC1	-8	-12	0.7	-1	-2	-10	0.2	-1	4
Cc1ccccc1CN1CCN(C(=O)CC(C)C)CC1	-20	-9	0.8	1	-9	4	0.2	-6	-9
COc1cccc(C(NC(C)=O)c2nc(-c3cnn(C)c3)cs2)c1 (stereo unspecified)	-8	-8	0.2	0	-1	19	.	.	.
O=c1[nH]c(NC2CCN(S(=O)(=O)c3ccccc3C(F)(F)F)CC2)nc2c1CCCC2	-63	-10	-1.5	-3	-13	-13	.	.	.
Cc1noc(C)c1C(=O)N(C)C[C@@H]1OCc2ccccc2-c2c(n(C)c3ccccc23)C(=O)N([C@H](C)CO)C[C@H]1C	-16	1	-0.1	1	-4	1	.	.	.
CCOC(=O)CC1C(=O)NCCN1S(=O)(=O)c1ccc(OC)cc1 (stereo unspecified)	-5	-2	0.7	14	-7	17	0.6	-6	-3
CC1=C(C(=O)Nc2ccccn2)C(c2cn(C)nc2C)C2=C(CCCC2=O)N1 (stereo unspecified)	-13	2	0.9	2	-6	27	0.2	-8	-6
Cc1cccc(NC(=O)CSc2cc(C)c(C#N)c3nc4ccccc4n23)c1	-18	0	0.8	7	-4	-3	0.1	-23	-4
Cc1ccc(C2CC(=O)Oc3cc(C)cc(C)c32)cc1 (stereo unspecified)	12	-11	0.2	-1	-7	6	.	4	.
Cc1c(N)cc[n+](CC(=O)c2ccccc2)c1C	13	6	4.4	7	-9	14	-0.9	1	-14
Cc1cc(O)c(C(C)C)cc1N=C1CSC(=O)N1	-9	-7	0.7	11	-3	18	0.0	-2	-6

Structures shown so far with a furan ring, fused or not:
SMILES	TAAR1 antagonist	CHO-K1 Ca antag	CHO-K1 Ca ag	TAAR1 ag	CHRM1 agonist	CHO-K1 Ca PAM	V1R ag counter	CHO parental Ca	OXTR potentiator
O=C(OCc1nnc(-c2ccccc2)o1)c1ccc(S(=O)(=O)NCc2ccco2)cc1	13	2	2.2	7	0	9	9.8	9	-18
O=C(c1ccco1)N1CCN(Cc2nnc(-c3ccccc3)o2)CC1	-23	-5	0.3	0	2	0	0.9	2	-2
CC(C)(C)C(=O)COC(=O)c1ccc2c(c1)C(=O)N(Cc1ccco1)C2=O	-4	-9	3.3	-2	-6	5	3.0	-14	2
O=C(CSc1nccc(=O)[nH]1)NCc1ccco1	0	-10	11	0	-3	26	1.6	-12	-10
COc1ccc(NS(=O)(=O)c2cc(C)ccc2NC(=O)c2cc(C)oc2C)cc1	13	-7	0.7	0	-2	15	2.4	-5	-20
CCS(=O)(=O)Nc1ccc(C2=NN(C(=O)c3ccco3)C(c3ccc(C)cc3)C2)cc1 (stereo unspecified)	.	-12	-0.3	.	-2	4	-0.2	-21	11*
CN=c1scc(-c2ccco2)n1/N=C/c1ccc(O)c(O)c1	9	13	-0.1	1	1	-13	.	.	.
Cc1ccc(-c2ccccc2NC(=O)CCl)o1	-15	-3	0.1	7	-4	1	-0.5	-3	-3

Screening results (PubChem BioAssay)
